Screening data (PubChem)
BRCT inh red: qHTS Assay for Inhibitors of BRCT-Phosphoprotein Interaction (Red Fluorophore). Potency, µM (titrated, usually from 76.9 µM), for inactives: top-dose activity change, negative = inhibition, most hits filed as inhibitors. 75,000 tested, 0.03% active. BRCT-phosphopeptide binding, red fluorescence polarization. Breast cancer type 1 susceptibility protein (Homo sapiens), P38398; also: % is scaled to controls: 0 for no effect and ±100 for the full control effect
Target sequence (P38398 whole entry, looked up): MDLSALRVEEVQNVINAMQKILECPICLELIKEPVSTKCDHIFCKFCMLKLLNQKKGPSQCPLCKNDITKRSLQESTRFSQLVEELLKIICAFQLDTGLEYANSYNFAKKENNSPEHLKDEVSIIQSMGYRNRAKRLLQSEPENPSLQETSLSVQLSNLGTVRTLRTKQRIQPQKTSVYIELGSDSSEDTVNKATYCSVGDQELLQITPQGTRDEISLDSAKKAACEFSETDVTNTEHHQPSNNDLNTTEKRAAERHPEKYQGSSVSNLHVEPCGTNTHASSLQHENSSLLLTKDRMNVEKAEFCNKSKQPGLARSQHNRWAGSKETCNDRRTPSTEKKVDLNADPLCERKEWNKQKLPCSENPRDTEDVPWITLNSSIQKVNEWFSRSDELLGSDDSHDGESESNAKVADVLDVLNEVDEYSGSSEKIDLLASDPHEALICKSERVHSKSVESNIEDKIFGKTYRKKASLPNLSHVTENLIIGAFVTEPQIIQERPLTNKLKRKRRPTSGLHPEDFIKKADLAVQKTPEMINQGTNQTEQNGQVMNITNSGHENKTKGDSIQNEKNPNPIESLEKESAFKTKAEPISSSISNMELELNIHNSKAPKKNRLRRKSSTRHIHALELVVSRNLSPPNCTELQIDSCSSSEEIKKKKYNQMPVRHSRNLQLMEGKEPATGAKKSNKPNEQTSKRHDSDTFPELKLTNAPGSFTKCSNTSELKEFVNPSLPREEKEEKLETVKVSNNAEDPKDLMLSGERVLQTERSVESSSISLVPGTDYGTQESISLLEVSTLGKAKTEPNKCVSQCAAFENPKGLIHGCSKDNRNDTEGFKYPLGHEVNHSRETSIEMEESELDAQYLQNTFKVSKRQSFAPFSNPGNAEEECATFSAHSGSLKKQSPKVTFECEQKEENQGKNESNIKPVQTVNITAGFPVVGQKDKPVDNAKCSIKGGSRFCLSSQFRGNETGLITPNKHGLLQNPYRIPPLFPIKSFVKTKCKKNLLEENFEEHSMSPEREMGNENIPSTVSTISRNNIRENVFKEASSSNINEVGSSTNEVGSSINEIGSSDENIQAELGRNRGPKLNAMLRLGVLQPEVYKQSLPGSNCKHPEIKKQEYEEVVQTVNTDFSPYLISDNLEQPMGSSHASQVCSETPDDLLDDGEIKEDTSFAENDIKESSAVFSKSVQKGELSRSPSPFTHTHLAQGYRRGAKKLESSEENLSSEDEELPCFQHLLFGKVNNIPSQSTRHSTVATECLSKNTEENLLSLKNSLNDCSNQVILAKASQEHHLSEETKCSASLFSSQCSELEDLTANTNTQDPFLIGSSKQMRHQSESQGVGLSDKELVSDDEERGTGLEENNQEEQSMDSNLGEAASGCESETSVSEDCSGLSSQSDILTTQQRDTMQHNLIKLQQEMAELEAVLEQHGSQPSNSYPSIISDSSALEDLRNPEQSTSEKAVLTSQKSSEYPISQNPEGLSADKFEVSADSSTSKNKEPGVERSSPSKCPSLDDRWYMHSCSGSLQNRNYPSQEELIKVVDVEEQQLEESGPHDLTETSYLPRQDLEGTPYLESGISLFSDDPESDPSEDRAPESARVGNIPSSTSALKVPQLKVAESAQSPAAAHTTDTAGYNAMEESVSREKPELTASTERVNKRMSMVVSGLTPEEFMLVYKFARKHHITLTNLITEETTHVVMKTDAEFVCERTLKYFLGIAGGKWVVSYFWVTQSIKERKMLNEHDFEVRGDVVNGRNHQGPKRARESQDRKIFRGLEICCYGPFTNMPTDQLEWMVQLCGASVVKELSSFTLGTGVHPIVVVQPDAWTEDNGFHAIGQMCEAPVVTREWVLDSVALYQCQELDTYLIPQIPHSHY
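Rhodamine-labelled pBACH1 10-mer (100 nM) bound to BRCT domain (100 nM) at pH 7.3; compounds incubated 12 min room temperature, polarization read. Free peptide defines full inhibition; unlabelled decapeptide titrated as control.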
4-MU autofl: qHTS Assay for Spectroscopic Profiling in 4-MU Spectral Region; compound autofluorescence, 340/450 nm, 4-MU equivalents; active compounds read high; max dye-equivalent concentration, M; 59,000 tested, 11% active; in the data active = max dye-equivalent concentration above about 10 nM; inconclusive = mostly about 1.1 nM to 9.6 nM
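Compounds in 100 mM Tris, pH 8.0, incubated 15 min at room temperature, then fluorescence read at 340 nm excitation/450 nm emission. Signal converted to 4-MU dye-equivalent concentration using an on-plate six-point 4-MU standard curve.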
HBB splicing: qHTS Assay for Modulators of Hemoglobin Beta Chain Splicing. HBB splicing reporter cell assay, activation; EGFP reporter with mutant IVS2-654 intron; response scale: normalised to 500 nM splice-correcting PNA. Potency, µM (series often up to 46.1 µM), for inactives: at the highest dose activation, usual class: activators. 65,000 tested, 0.06% active. AID 925, 2007; also: potency is read from the fitted curve at half-maximal effect; 0% is about no effect
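HeLa cells stably expressing EGFP interrupted by mutant beta-globin intron 2 (IVS2-654), 500/well in 2% FCS. Treated with compound for 2 days at 37C. Splicing correction scored as total well GFP intensity (488 nm excitation, 500-520 nm emission); 500 nM antisense PNA served as control.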
A350 autofl: qHTS Assay for Spectroscopic Profiling in A350 Spectral Region. Compound autofluorescence, 340/450 nm, Alexa 350 dye-equivalents; active compounds read high. max dye-equivalent concentration, M. 59,000 tested, 11% active; in the data active = max dye-equivalent concentration above about 10 nM; inconclusive = mostly about 1.1 nM to 9.6 nM
Ub-GFP proteasome: Ubiquitin-GFP Assay; Ubiquitin-GFP reporter cells, proteasome inhibition, GFP fluorescence; response scale: untreated = 0%, 10 µM MG-132 = 100%; Potency, µM (series often up to 45.9 µM), inactives show top-dose activation (GFP accumulation), actives largely listed as activators; 67,000 tested, under 10 active; AID 526, 2006; active = well fitted activation curve with a large enough effect, not every such curve was filed as active; inconclusive = small, poorly fitted or top-dose-only effect, or another doubt; inactive = no such curve, though single readings can be large or run the other way; also: potency is read from the fitted curve at half-maximal effect
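Proteasome block read as GFP accumulation: ubiquitin(G76V)-GFP U2OS cells exposed to compound (2.9 nM–46 uM) for 4 hr at 37 C. Normalization used untreated cells as 0% and 10 uM MG-132 as 100%; concentration-response curves fitted.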
Hsp90 Hop PPI: qHTS Assay for Disrupters of an Hsp90 Co-Chaperone Interaction; AlphaScreen TPR2A-His6 binding biotin-Hsp90 C-terminal peptide; Hsp90 C-terminal peptide / TPR2A (Hop) interaction, human; AID 595, 2007; Potency, µM (highest dose often 57 µM), without a hit: at the highest dose activity change, negative = inhibition; 71,000 tested, 0.44% active; active = well fitted curve in either direction with a large enough effect; inconclusive = small, poorly fitted or top-dose-only effect, or another doubt; also: potency is read from the fitted curve at half-maximal effect; % is scaled to controls: 0 for no effect and ±100 for the full control effect; many of its hits are not listed in these tables
15-hLO inh: qHTS Assay for Inhibitors of 15-hLO (15-human lipoxygenase); Polyunsaturated fatty acid lipoxygenase ALOX15 (Homo sapiens), P16050; purified 15hLO-1, xylenol orange hydroperoxide absorbance; Potency, µM (doses to about 57.1 µM), for the others: at the highest dose activity change, negative = inhibition, actives largely listed as inhibitors; 74,000 tested, 1.4% active; AID 887, 2007; also: potency is read from the fitted curve at half-maximal effect; % is scaled to controls: 0 for no effect and ±100 for the full control effect; nearly all actives have a fitted effect of over 55% in size
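Readout: Fe(III)-xylenol orange absorbance, 573-to-405 nm ratio as reaction progress. Enzyme 40 nM purified human 15hLO-1, substrate 50 uM arachidonic acid, 6 min RT after 15 min compound preincubation; Hepes pH 7.5 buffer with Triton X-100.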
BRCT inh green: qHTS Assay for Inhibitors of BRCT-Phosphoprotein Interaction (Green Fluorophore); Potency, µM (series often up to 76.9 µM), inactives show top-dose activity change, negative = inhibition, actives largely listed as inhibitors; 75,000 tested, 0.05% active; BRCA1 BRCT-phosphopeptide binding, green fluorescence polarization; AID 875, 2007; Breast cancer type 1 susceptibility protein (Homo sapiens), P38398;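 also: potency is read from the fitted curve at half-maximal effect; plate controls were peptide without protein for full effect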
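Fluorescence polarization: His-tagged BRCT (~35 kDa BRCA1 C-terminus, 250 nM) bound to 100 nM fluorescein-labeled phosphorylated 10-aa BACH1 peptide, pH 7.3 phosphate buffer with DTT and Tween 20. Compounds incubated 12 min at room temperature; inhibition read as lowered polarization.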
CRE-bla Fsk: Cell signaling CRE-BLA (Fsk stim); CHO CRE-bla reporter (cAMP response element driving beta-lactamase), forskolin EC10, beta-lactamase ratio; Potency, µM (titrated, usually from 38.2 µM), without a hit: at the top dose activity change, negative = inhibition, actives largely listed as activators; 71,000 tested, 2.5% active; AID 662, 2007; active = well fitted activation curve with a large enough effect in the signal ratio, with a control signal flat, not every such curve was filed as active; inconclusive = small, poorly fitted or top-dose-only effect, or effect the other way, or a change in a side signal; the % refers to the signal ratio; also: potency is read from the fitted curve at half-maximal effect; % of control where 0% means no effect
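Modulation of forskolin-driven signalling is measured in CHO cells carrying a CRE-controlled beta-lactamase reporter. Cells are stimulated with EC10 NKH 477 in the presence of titrated compound for 3 h at 37 °C, then loaded with CCF4 for 2 h at room temperature.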
Pol III holo inh: qHTS Assay for Inhibitors of DNA Polymerase III Holoenzyme System; Potency, µM (doses to about 57.1 µM), inactives show at the highest dose activity change, negative = inhibition; 71,000 tested, 0.25% active; reconstituted DNA polymerase III holoenzyme replication, biochemical; AID 603, 2007; also: potency is read from the fitted curve at half-maximal effect; % is scaled to controls: 0 for no effect and ±100 for the full control effect
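Reconstituted *E. coli* holoenzyme (0.35 nM Pol III, 1 nM beta, 154 nM SSB, 2 nM primase) was preincubated with compound for 15 min at RT. Synthesis on 1.4 nM ssM13Gori ran 35 min, then was stopped with PicoGreen/EDTA and read as dsDNA fluorescence.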
GFP derepression: qHTS Assay for Epigenetic Modulators | AID 597, 2007 | mouse C127i GFP locus derepression, cytometry, 30 h | 68,000 tested, 0.09% active | Potency, µM (series often up to 46.1 µM), without a hit: at the top dose GFP derepression (activation); also: % of control where 0% means no effect
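Read-out is the number of GFP-positive cells, scored as fluorescent objects 20 to 120 um wide, reflecting derepression of a silenced CMV-GFP reporter in murine C127i cells after 30 h compound exposure at 37 C.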
Starred values were filed as active, the others as inactive; i = inactive; ? = inconclusive; / = not tested or not shown; [ ] = remark or other dose. Unless noted, calls follow the shape of the dose curve; as a rule, active = well fitted curve in the direction sought with a large enough effect; inconclusive = small, poorly fitted or top-dose-only effect, or another doubt; inactive = no such curve, though single readings can be large; an effect the other way counts as inactive or inconclusive. No enrichment for hits (roughly 12% active in at least one column).

SMILES | BRCT inh red | 4-MU autofl | HBB splicing | A350 autofl | Ub-GFP proteasome | Hsp90 Hop PPI | 15-hLO inh | BRCT inh green | CRE-bla Fsk | Pol III holo inh | GFP derepression
COc1ccc(S(=O)(=O)Nc2cc(C)c(O)cc2C(C)C)cc1 | -2.0% | i | -1.3% | i | -1% | 0% | -20% | 0.6% | -16% | -3% | 0%
O=C(O)C1C2C=CC(C2)C1C(=O)NC1CCS(=O)(=O)C1 (configuration not stated) | -1.1% | 1.1e-08M* | -5.8% | 1.5e-08M* | -2% | 1% | 8% | -2.2% | -3% | -1% | -2%
O=C(c1cc2ccccc2o1)N1CCN=C1SCc1cccc(F)c1 | -0.1% | / | 0.0% | / | -6% | 1% | -1% | -1.4% | -9% | 0% | 0%
CCOC(=O)c1[nH]c(C)c(C(=O)Nc2cc(Cl)ccc2C)c1C | 1.8% | i | -0.7% | i | 1% | -4% | -2% | 0.5% | ? | 3% | -2%
N#CCc1ccc(NS(=O)(=O)c2ccc(N3CCCC3=O)cc2)cc1 | 0.3% | / | -0.6% | / | -6% | 2% | -10% | -0.2% | 3% | -3% | -6%
O=C1c2ccccc2-c2nc3ncnn3c(-c3ccccc3Cl)c21 | -2.3% | / | 0.4% | / | 10% | -7% | 6% | 6.3% | 13µM* | -8% | 2%
CN(CCc1ccccn1)S(=O)(=O)c1ccc(F)cc1 | -1.6% | i | 0.9% | i | -15% | -2% | -24% | -1.0% | -5% | -2% | 0%
COc1cc(C(=O)NCC2CCCO2)ccc1OCc1c(C)noc1C (configuration not stated) | -1.0% | i | 0.4% | i | 16% | 2% | 17% | 0.8% | 7% | -6% | 0%
COc1ccc(OC)c(NC(=O)c2cc3n(n2)C(C(F)(F)F)CC(c2ccc4c(c2)OCO4)N3)c1 (configuration not stated) | 1.0% | i | 5.3%[0.369 µM] | i | -4% | -21% | -1% | 1.1% | 0% | -9% | 0%
O=C(COC(=O)c1cccnc1Nc1cccc(C(F)(F)F)c1)NCCN1C(=O)CSC1=O | -3.2% | ? | -0.4% | ? | -6% | 10% | -13% | 2.1% | 6% | -2% | 0%
COCCNc1ncnc2ccc(-c3ccccc3OC)cc12 | -4.8% | i | -0.8% | i | 5% | 0% | 13% | 1.4% | ? | -2% | 0%[9.22 µM]
COc1ccc(N2CCCn3c2nc2c3c(=O)n(Cc3ccccc3F)c(=O)n2C)cc1 | -1.5% | i | -2.3% | ? | 3% | -3% | -14% | -5.1% | -8% | -5% | 9%
CCCn1cnc2c(SCc3ccc(Cl)cc3)nc(N)nc21 | -0.5%[15.4 µM] | i | 1.2%[9.22 µM] | i | 0%[9.17 µM] | -3%[11 µM] | 4%[11.4 µM] | -4.4%[15.4 µM] | 3.2µM* | -6%[11.4 µM] | 0%[9.22 µM]
COc1ccc(-c2csc(N3CCOCC3)n2)cc1OC | -0.3% | i | / | i | 8% | -12% | -4% | -3.1% | ? | -3% | 0%
CC(=O)Nc1nc(CCC(C)C)cc2c1c(=O)oc1ccccc12 | 1.3% | 1.6e-08M* | -1.3% | 1.3e-08M* | -2% | 6% | 5% | -0.9% | 9% | 10% | -2%
COc1ccc(Cn2c(-c3ccco3)nc3oc4ccccc4c(=O)c3c2=O)cc1 | -0.5% | i | 3.4% | i | 4% | -1% | 11% | -2.0% | ? | -9% | 2%
Cc1onc(-c2ccccc2)c1C(=O)n1cccn1 | -0.7% | i | -0.2% | ? | 7% | 4% | 3% | -2.9% | ? | -1% | -3%
COc1cc(Nc2cc(C)nc3ncnn23)cc(OC)c1OC | 0.8% | / | -1.9% | / | -9% | -3% | 19% | -1.1% | ? | -1% | -5%
COc1ccc2c(c1OC)C(=O)N(c1cccc(C)c1)C2=O | -0.3% | / | -3.1% | / | -5% | 2% | -19% | -1.5% | ? | 1% | 2%
CC12C=CC3(CN(Cc4ccccc4)C(=O)C3C1C(=O)NCc1ccco1)O2 (configuration not stated) | 0.9% | i | 0.3% | i | 2% | -3% | 13% | 0.3% | 2% | -4% | -1%
CCCCC | 1.6% | / | 1.0% | / | / | 3% | 1% | -1.5% | -4% | 1% | /
CCCS(=O)(=O)N1CCN(C(=O)COc2ccc(-c3ccccc3)cc2)CC1 | 0.4% | / | -2.0% | / | 3% | -4% | -5% | 0.9% | 7% | 1% | 2%
COc1cccc(C2/C(=C(/O)c3ccccc3)C(=O)C(=O)N2CCCC(=O)O)c1 (configuration not stated) | -1.1% | / | -2.0% | / | -6% | -2% | 33%[activator] | -1.9% | -4% | 3% | 0%
O=C(CC1C(=O)NCCN1C(=O)Nc1ccccc1)Nc1cccc(C(F)(F)F)c1 (configuration not stated) | 1.0% | i | -0.8% | i | 0% | -1% | -8% | -0.6% | -18% | -4% | -5%
CC(=O)CC(C)=NCCN=C(C)CC(C)=O | -0.4% | i | -2.8% | i | 17% | -1% | 5% | -3.0% | 1% | -2% | 1%
Cc1cc2c(c(=O)o1)C1(C(=O)N(CC(=O)O)c3ccccc31)C(C#N)=C(N)O2 (configuration not stated) | -0.6% | ? | 1.8% | ? | 9% | 2% | 1% | 3.8% | -2% | 1% | 4%
O=C(c1cccc(F)c1)N1CCC2(CC1)CN(c1cccc(-c3ccccc3)c1)C2 | -0.9% | i | 1.4% | i | 12% | ? | -9% | -1.7% | 1% | 1% | 2%[9.22 µM]
COc1cc(-c2nnc(CSc3nc4ccccc4s3)o2)cc(OC)c1OC | -0.1% | ? | -0.3%[57.5 µM] | ? | -3% | -1% | -10% | 3.5% | ? | 2% | 0%
COc1cccc(-c2nn(C)c3sc(C(=O)NCc4ccco4)cc23)c1 | -0.5% | ? | -0.2% | ? | 14% | 4% | -18% | 2.2% | 13µM* | 1% | 1%
COc1ccc(C(O)c2nc3ccccc3n2C)cc1OC (configuration not stated) | -1.5% | / | -1.8%[9.22 µM] | / | -12% | 1% | 4% | -2.1% | 4% | -15% | -2%
COc1ccc(OC)c(-c2cc(C(=O)Nc3c(C)nn(Cc4ccccc4)c3C)no2)c1 | -0.1% | ? | -0.7% | ? | -6% | -7% | -17% | 2.8% | 5µM* | 9% | 0%
O=c1c[n+]([O-])c2ccccc2n1OCc1c(F)cccc1F | 0.5% | 1.2e-08M* | 4.0% | 1.3e-08M* | 3% | -3% | 1% | 1.2% | -3% | 7% | ?
COc1ccc2c3c(ccc2c1)N[C@H](C(=O)O)CC3 | 1.1%[15.4 µM] | 1.4e-07M* | -0.7%[9.22 µM] | 1.5e-07M* | 0%[9.17 µM] | -2%[11 µM] | -8%[11.4 µM] | -1.7%[15.4 µM] | 9%[7.6 µM] | -8%[11.4 µM] | -2%[9.22 µM]
CCCCn1nnnc1SCC(=O)N1CCN(C(=O)c2ccco2)CC1 | 0.6% | i | -2.7% | i | -3% | -3% | 0% | -0.6% | ? | -7% | -2%
Cc1noc(C)c1CSc1nnc2n(-c3ccccc3)c(=O)c3ccccc3n12 | -0.1% | i | -0.9% | i | 1% | 0% | -3% | -4.0% | 19% | 2% | -2%
CCc1ccc(-c2nc(CN3CCCC(C(=O)O)C3)c(C)o2)cc1 (configuration not stated) | -0.9% | / | -0.7% | / | -9% | -5% | -5% | -1.0% | -5% | 4% | /
CN(c1ccccc1)C(c1ccc(F)cc1)c1nnnn1CC1CCCO1 (configuration not stated) | -0.8% | i | -1.7% | i | -1% | 2% | -21% | -1.0% | -9% | 12% | -1%

By substructure, those above with a cyano group
SMILES | BRCT inh red | 4-MU autofl | HBB splicing | A350 autofl | Ub-GFP proteasome | Hsp90 Hop PPI | 15-hLO inh | BRCT inh green | CRE-bla Fsk | Pol III holo inh | GFP derepression
N#CCc1ccc(NS(=O)(=O)c2ccc(N3CCCC3=O)cc2)cc1 | 0.3% | / | -0.6% | / | -6% | 2% | -10% | -0.2% | 3% | -3% | -6%
Cc1cc2c(c(=O)o1)C1(C(=O)N(CC(=O)O)c3ccccc31)C(C#N)=C(N)O2 (configuration not stated) | -0.6% | ? | 1.8% | ? | 9% | 2% | 1% | 3.8% | -2% | 1% | 4%
